# From PubChem
# E-selectin induc: induces E-selectin expression in human endothelial cells; hit rate 0.37% among 260,000; HUVEC E-selectin immunofluorescence imaging; normalized: neutral wells 0, TNF-alpha wells 100; activation, % at 7.58 µM; AID 686992; P16581;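 active means mean E-selectin-positive cell signal at least 10% of the positive control, reached in at least 60% of replicates, without over 20% cell loss; inconclusive means no rule given, readout overlaps actives, possibly toxicity-flagged; inactive means the rest, including those meeting only one limit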;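 further: in these data hits start at about 27%; measured in HUVEC primary endothelial cells; signal is the percent of cells scored E-selectin positive by PE staining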
#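 Read-out: % PE-positive cells | Test system: HUVEC | Doses: One compound dose added by pin transfer | Buffer or medium: EGM-2 over gelatin coat | Signal: Immunofluorescence imaging | Benchmarks: TNF-alpha, DMSO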
# GSIS activator: GLuc luminescence reporter in INS-1E cells, primary screen for activators of glucose-dependent secretion of insulin | INS-1E GLuc reporter insulin secretion, 2-3 h | activation, % at 16.6 µM | hit rate 0.61% among 370,000;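 active means lowest replicate activation of at least 40%, so every replicate reaches that level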;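 further: 0% = median of neutral control wells and 100% = median of IBMX positive control wells; some compounds called inactive have numbers as strong as hits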
# Xi reactivation: reactivates the inactive X chromosome in mouse fibroblasts; XiGFP mouse fibroblasts, % GFP-positive cells imaging, 3 d; cells co-treated with 5-aza-dC sensitizer; scaled so ellipticine positive control = 100%; activation, % at 7.58 µM; AID 743238; hit rate 0.055% among 360,000;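 active means mean normalized replicate activation at least 10% and every replicate at or above 10%; inconclusive means only one of the two criteria met; inactive means mean below 10% and not all replicates reach 10%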;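 further: 0% = median of on-plate neutral control wells and 100% = ellipticine 6 µM median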
#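 Assay system: SV40-immortalized XiGFP fibroblast cells, line 68-5-11; buffer or medium: DMEM plus 5-aza-dC sensitizer; compound: one concentration, pinned; timing: compounds 3 days, fix/stain 15 min at room temperature; benchmarks: positive control ellipticine, 6 µM final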
# DENV2 CPE: protects cells from dengue virus 2 cytopathic effect; AID 651640; hit rate 1.7% among 350,000; DENV2-infected cells, cytopathic effect rescue, plate reader; CPE inhibition, % at 9.99 µM; in the data active means CPE inhibition above about 20%, passing the limit was not always enough; inconclusive means no clear call, values can overlap the other calls; tested in BHK-21 cells;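 further: 0% = median of neutral control wells and 100% = median of positive control wells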
# F508del corr: correctors of CFTR F508del function in bronchial epithelial cells; CFBE cells, YFP halide quenching; stimulated with forskolin plus potentiator P3; % fluorescence drop versus neutral controls; activity (quench increase), % at 7.58 µM; hit rate 0.36% among 350,000; AID 720511;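 active means mean added fluorescence quench of at least 8% versus neutral control, with both replicates also reaching 8%; inconclusive means only one of the mean or replicate conditions met; inactive means mean below 8% and not both replicates reaching 8%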;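 further: cells transiently co-express mutant CFTR-F508del with the halide-sensitive YFP; corrector assay measuring rescue of mutant channel to the surface after 24 h compound exposure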
# CASP6 VEID inh: blocks human caspase-6 cleavage activity; P55212; purified caspase-6, Z-VEID-R110 cleavage fluorescence; inhibition, % at 12.5 µM; hit rate 0.53% among 350,000;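 active means mean inhibition across replicates at least about 35%, with every replicate also reaching that limit, limit read from the data; inconclusive means only one of the two criteria met; inactive means neither criterion met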;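 further: 0% = median of neutral control wells and 100% = no fluorescence left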
# Target sequence (P55212 24-179 limits assumed): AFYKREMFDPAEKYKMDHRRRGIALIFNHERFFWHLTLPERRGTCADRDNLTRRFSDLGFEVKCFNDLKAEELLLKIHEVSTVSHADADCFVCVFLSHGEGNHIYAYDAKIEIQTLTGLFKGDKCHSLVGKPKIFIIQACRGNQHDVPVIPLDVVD
# Target sequence (P55212 194-293 limits assumed): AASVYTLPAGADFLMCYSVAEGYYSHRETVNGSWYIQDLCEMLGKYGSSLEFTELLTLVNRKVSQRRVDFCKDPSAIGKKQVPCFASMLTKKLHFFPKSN
# RAD52 anneal inh: blocks human RAD52 DNA annealing | P43351 | inhibition, % at 18.7 µM | AID 651710 | hit rate 0.46% among 360,000 | recombinant RAD52 DNA annealing, FRET fluorescence;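 active means every replicate showing at least 50% inhibition; inconclusive means mean inhibition at least 50% but not in every replicate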
# RAD54 inh: blocks human RAD54 Holliday junction branch migration. Q92698. FAM/BHQ fluorescence. inhibition, % at 10.4 µM. hit rate 0.14% among 360,000. AID 602329;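 active means mean normalized replicate activity at least 40 and at least half of replicates scoring 40 or more; inconclusive means only one of the two criteria met; inactive means mean below 40 and under half of replicates reaching 40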;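 further: 0% = median of neutral control wells and 100% = median of positive control wells; inhibitors cause a drop in the FAM fluorescence signal; in these data hits start at about 50%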
# Target sequence (Q92698 whole entry, looked up): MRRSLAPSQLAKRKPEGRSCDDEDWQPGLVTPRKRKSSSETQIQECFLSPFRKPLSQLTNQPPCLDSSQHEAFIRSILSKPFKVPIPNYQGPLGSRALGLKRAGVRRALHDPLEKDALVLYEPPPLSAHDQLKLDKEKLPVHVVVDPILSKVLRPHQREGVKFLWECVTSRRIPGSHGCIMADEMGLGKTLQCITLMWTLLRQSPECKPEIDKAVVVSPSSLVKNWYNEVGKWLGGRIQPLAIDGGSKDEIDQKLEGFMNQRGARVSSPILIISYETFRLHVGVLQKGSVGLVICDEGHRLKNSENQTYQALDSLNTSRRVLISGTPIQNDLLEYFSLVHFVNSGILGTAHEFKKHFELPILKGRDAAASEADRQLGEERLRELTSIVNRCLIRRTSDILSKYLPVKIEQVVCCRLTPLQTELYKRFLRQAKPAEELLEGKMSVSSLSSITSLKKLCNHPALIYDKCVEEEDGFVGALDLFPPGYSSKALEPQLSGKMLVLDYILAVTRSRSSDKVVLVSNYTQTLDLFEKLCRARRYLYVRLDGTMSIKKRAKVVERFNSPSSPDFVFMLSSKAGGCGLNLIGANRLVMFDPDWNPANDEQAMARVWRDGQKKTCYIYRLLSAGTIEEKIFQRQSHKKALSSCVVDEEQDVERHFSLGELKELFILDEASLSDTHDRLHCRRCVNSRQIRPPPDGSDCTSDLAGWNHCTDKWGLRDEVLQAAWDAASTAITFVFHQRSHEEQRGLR
# * = called active by the depositor; ? = inconclusive; / = not tested or not shown.
SMILES,E-selectin induc,GSIS activator,Xi reactivation,DENV2 CPE,F508del corr,CASP6 VEID inh,RAD52 anneal inh,RAD54 inh
C[C@@H]1CN([C@@H](C)CO)C(=O)Cc2cc(NC(=O)CCCCCC(=O)Nc3ccccc3N)ccc2O[C@H]1CN(C)S(=O)(=O)c1ccc(Cl)cc1,-9.6,12,0.0,/,0.7,/,/,/
CCCN1CCN(CC(=O)Nc2cc(OCC)ccc2OCC)CC1,-0.1,-4,0.2,-2,-0.4,/,-3,/
CCN(CC)C(=O)C1=C(C)N(Cc2ccc(OC)cc2)C(=O)C(CC(=O)NCCc2ccccn2)C1 (stereo not given),-0.2,16,0.0,5,-0.5,0,6,3
COc1ccc(CN(C)C(=O)COC(=O)c2cnc(Cl)c(Cl)c2)cc1,/,15,0.2,11,-3.9,1,-10,6
O=C(Nc1nc2ccccc2s1)c1ccccc1[N+](=O)[O-],1.9,/,0.1,-10,2.6,2,0,19
CC(=O)N(CCc1ccccc1C)Cc1cc2cc(C)ccc2[nH]c1=O,/,2,0.0,5,0.1,-2,-9,8
COCCCN(CCC#N)C(=O)c1c(-c2c(Cl)cccc2Cl)noc1C,1.2,/,0.0,15,5.7,1,-9,5
CO[C@@H]1CN(C)C(=O)c2cc(NS(C)(=O)=O)ccc2OC[C@@H](C)N(Cc2ccccc2)C[C@H]1C,0.3,-9,0.3,-8,-1.3,1,-1,9
CCOc1ccc(NC(=O)c2ccc(NCC(=O)N3CCCCCC3)cc2)cc1,/,0,0.0,7,-3.1,-1,-18,/
COc1cc(C2Nc3ccc4ccccc4c3C3=C2C(=O)CC(C)(C)C3)ccc1OCC(=O)O (stereo not given),/,0,0.0,2,1.4,3,-19,7
N#Cc1cccc(-c2ccc3c(c2)[C@H]2[C@H](CCN2C(=O)c2ccncc2)[C@H](CO)N3)c1,0.8,-11,0.2,8,1.1,/,/,-27
Nc1c2c(nc3ccccc13)CCCC2=O,/,/,0.1,0,2.5,1,27,/
C[C@H](CO)N1C[C@H](C)[C@H](CN(C)S(=O)(=O)c2cccc(F)c2)OCc2cn(nn2)CCCC1=O,0.0,12,0.2,/,0.8,/,/,/
C[C@@H]1CN([C@H](C)CO)C(=O)Cc2cc(NC(=O)CCCCCC(=O)Nc3ccccc3N)ccc2O[C@@H]1CN(C)C(=O)Nc1ccc(C(F)(F)F)cc1,/,-10,0.4,-1,-1.8,/,/,-15
COc1ccc(NC(=O)C2CCC(CNc3c(N4CCCCC4)c(=O)c3=O)CC2)c(OC)c1 (stereo not given),/,7,0.0,17,-2.2,0,-12,9
CN1CCSc2ccc(C(=O)Nc3cccc(F)c3)cc21,/,67*,-0.1,-4,-0.8,-2,-11,/
CCCCc1ccc(NC(=S)NCCCN2CCOCC2)cc1,/,-5,0.1,10,2.0,-13,20,/
CC(C)NC(=O)Nc1ccc2c(c1)CC(=O)N([C@H](C)CO)C[C@@H](C)[C@@H](CN(C)S(=O)(=O)c1ccc(Cl)cc1)O2,/,4,-0.5,-12,0.1,3,4,-7
O=C(CSc1cn[nH]n1)Nc1nc2ccccc2s1,0.2,1,0.4,-3,-2.5,1,-3,7
CC(C(=O)Nc1ccc(S(=O)(=O)Nc2ncccn2)cc1)N1C(=O)c2ccccc2S1(=O)=O (stereo not given),/,0,0.5,-3,-0.9,1,-5,/
O=c1[nH]c(CN2CCN(c3ccccc3)CC2)nc2scc(-c3ccccc3)c12,0.0,-3,0.1,8,/,1,-250,-8
CCOC(=O)c1nc(C)c(C(C)=O)s1,0.0,4,0.8,7,-0.9,-1,-13,7
COc1cc(C(=O)NC(CCSC)C(=O)OCC(=O)C(C)(C)C)cc(OC)c1OC (stereo not given),-2.5,-6,0.0,-1,0.0,0,2,9
COc1ccc(CC2(CO)CCN(Cc3cnc(-c4ccccc4C)nc3)CC2)cc1,-0.3,8,0.0,18,2.7,2,-51,-5
COC(=O)C[C@H]1C[C@@H]2c3cc(N)ccc3O[C@@H]2[C@H](CO)O1,/,3,0.0,2,0.0,2,-117,-12
CCN(Cc1ccncc1)C(=O)c1cc(Br)cc(Br)c1O,2.7,-2,0.2,1,2.3,-1,-4,0
O=S(=O)(c1ccc(Oc2ccc(S(=O)(=O)N(CCO)CCO)cc2)cc1)N(CCO)CCO,-0.2,2,0.0,-6,-1.2,1,2,/
O=C(CCNC(=O)c1ccc([N+](=O)[O-])cc1)NCc1ccco1,0.5,5,0.0,0,4.4,4,1,-1
O=S(=O)(N[C@@H]1CC[C@@H](CCn2cc(-c3ccccn3)nn2)O[C@@H]1CO)c1cccc(Cl)c1,-0.4,0,-0.5,14,-1.1,2,-9,0
C[C@@H]1CN([C@@H](C)CO)C(=O)c2cc(C#CC3CCCC3)cnc2O[C@@H]1CN(C)C(=O)C1CCCCC1,-0.3,-13,-0.1,4,-2.2,-2,5,12
O=C(Nc1ccc(F)c([N+](=O)[O-])c1)c1cccs1,?,-7,-0.1,-6,-1.5,0,-4,-7
COCC#Cc1cnc2c(c1)C(=O)N([C@H](C)CO)C[C@H](C)[C@H](CN(C)C)O2,0.6,30,-1.2,7,0.9,-2,-2,3
C[C@@H]1CN([C@@H](C)CO)C(=O)Cc2cc(NC(=O)Nc3ccc(C(F)(F)F)cc3)ccc2O[C@H]1CN(C)S(=O)(=O)c1ccccc1,0.5,20,0.1,5,2.5,-1,-14,/
C[C@@H]1CCCCO[C@@H](CN(C)S(=O)(=O)c2ccc(F)cc2)[C@H](C)CN([C@H](C)CO)C(=O)c2cc(NC(=O)C3CCCCC3)ccc2O1,0.1,-12,0.0,?,1.9,-1,12,2
Cc1noc(C)c1NC(=O)N(C)C[C@@H]1OCCCC[C@H](C)Oc2ccc(NS(=O)(=O)c3ccc(Cl)cc3)cc2C(=O)N([C@@H](C)CO)C[C@@H]1C,/,-1,0.0,?,-0.3,1,4,-2
O=c1oc(CCCO)cc2ccc(Br)cc12,0.2,6,0.2,-13,1.7,10,4,0
C[C@@H]1CN([C@H](C)CO)S(=O)(=O)c2ccc(-c3ccc(F)cc3)cc2O[C@H]1CN(C)C(=O)Nc1ccccc1F,-0.1,-14,-0.9,-8,-0.5,-1,-13,-3
S=C(NC1CCCCC1)NN1CCCCCC1,/,/,-0.1,?,1.0,-3,3,/
O=C(C[C@H]1CC[C@H]2[C@@H](COC[C@@H](O)CN2C(=O)c2cc(Cl)cc(Cl)c2)O1)N1CCc2ccccc2C1,-0.2,-1,-0.1,0,-2.0,/,/,-6
COc1ccc(C(=O)NCC2(c3ccc(OC)c(OC)c3)CCCC2)cc1OC,/,/,0.0,4,/,-2,-4,-9
Cc1cc(C2=NNC(=Nc3ccc(S(=O)(=O)N4CCOCC4)cc3)SC2)c(C)n1C,0.0,7,0.2,17,-5.0,1,-8,/
C[C@H]1CN([C@@H](C)CO)C(=O)c2cccc(NS(=O)(=O)c3ccc(Cl)cc3)c2O[C@@H]1CN(C)Cc1ccc(C(=O)Nc2ccccc2N)cc1,-1.6,1,-1.3,21*,-2.2,0,1,/
Cc1noc(C)c1S(=O)(=O)N1CCN(Cc2ccc3c(c2)OCO3)CC1,0.0,-1,0.2,0,1.2,-1,-4,1
COc1cccc(C(=O)Nc2cc(C)nn2-c2ccccc2)c1OC,0.4,6,0.0,12,-1.2,1,-9,1
O=C(OCC(=O)N1CCC(Cc2ccccc2)CC1)c1cccnc1Cl,0.0,-11,0.1,-2,0.3,0,-10,-7
Cc1ccc(S(=O)(=O)CC(=O)N(CCCN2CCOCC2)c2nc3c(F)cccc3s2)cc1,-0.2,-6,-0.1,0,1.1,-1,-11,9
COc1cccc(CNC(=O)COC(=O)c2nn(C)c(=O)c3ccccc23)c1,-0.1,17,0.1,0,0.3,0,-1,6
C[C@@H]1CN([C@@H](C)CO)C(=O)c2cc(NC(=O)Nc3ccc(F)cc3)ccc2O[C@@H](C)CCCCO[C@@H]1CN(C)Cc1ccccc1,0.7,-16,0.3,8,1.4,0,18,-2
COC(=O)c1sccc1NC(=O)c1cccc(Cl)c1,-4.2,7,-0.1,?,-1.2,-1,6,/
C[C@H](NC(=O)[C@H]1[C@H](CO)[C@H]2Cn3c(cccc3=O)[C@H]2N1CC1CC1)c1ccccc1,-0.3,0,0.0,0,-0.6,2,3,5
COc1ccccc1C(=O)NCC[N+](C)(C)C,14,11,-0.1,-1,3.4,-52,-5,/
COC(CNc1ncnc2sc(-c3ccccc3)cc12)OC,0.1,4,0.0,6,1.4,-1,-9,8
COc1ccccc1N1CCN(C2CCN(S(=O)(=O)c3ccc(C)cc3)CC2)CC1,/,-7,0.0,-5,2.5,0,-8,/
C/C=C/c1ccc([C@@H]2[C@@H](CO)N3C(=O)CN(C(=O)Cc4cccnc4)C[C@H]23)cc1,-0.3,-4,0.1,-5,-0.2,-5,-8,/
O=C(NCC1CCCO1)c1cc(C(=O)C2CCCCC2)c[nH]1 (stereo not given),0.1,-9,0.2,13,0.1,-1,-8,1
CCC(=O)NC[C@H]1[C@H](c2ccc(C3=CCCC3)cc2)[C@H](CO)N1C(=O)C1CC1,-0.1,0,0.3,4,-1.6,/,/,2
COc1ccc(CC2(CO)CCN(C(C)Cc3ccc(Cl)cc3)CC2)cc1 (stereo not given),/,-7,-0.1,-2,6.9,-3,1,/
Cc1ccccc1Nc1nnc(SCC(=O)Nc2ccccc2[N+](=O)[O-])s1,/,5,-0.1,14,-0.7,-1,-13,0
O=C(c1ccccn1)N1C[C@@H]2[C@H](c3ccccc31)[C@@H](CO)N2C(=O)Nc1ccccc1,0.7,11,-0.1,14,-0.8,0,2,3
COc1ccc(NC(=O)Nc2cccc3c2O[C@@H](CN(C)S(=O)(=O)c2cccs2)[C@H](C)CN([C@H](C)CO)C3=O)cc1,0.2,7,-0.3,-14,1.2,-2,2,2

# Structures listed so far printed as active in GSIS activator.
SMILES,GSIS activator,DENV2 CPE,F508del corr,CASP6 VEID inh,RAD52 anneal inh
CN1CCSc2ccc(C(=O)Nc3cccc(F)c3)cc21,67*,-4,-0.8,-2,-11

# (further entries)
SMILES,E-selectin induc,GSIS activator,Xi reactivation,DENV2 CPE,F508del corr,CASP6 VEID inh,RAD52 anneal inh,RAD54 inh
CCc1ccc(OCC(=O)Nc2ccncc2)cc1,/,/,0.0,-5,2.1,-2,-14,-1
C[C@H]1CN(S(=O)C(C)(C)C)[C@@H](CCO)/C1=C\c1ccccc1 (stereo not given in full),0.1,20,0.1,9,-1.0,-1,-2,-3
C/C=C/c1ccc2c(c1)O[C@@H](CN(C)C(=O)c1ccc(F)cc1)[C@@H](C)CN([C@@H](C)CO)S2(=O)=O,0.3,-10,-0.4,-10,/,1,8,-20
O=C(C[n+]1ccc2ccccc2c1)c1cccc2ccccc12,-0.3,23,0.0,16,0.3,-5,-8,/
COc1cc(/C=C(\C#N)C(=O)Nc2ccccn2)ccc1O,0.5,14,0.1,?,-3.7,-1,-13,-6
CCCC#Cc1ccc([C@@H]2[C@H]3CN(Cc4ccncc4)CCCCN3[C@H]2CO)cc1,-0.6,-6,0.0,-4,5.7,0,-12,-9

# Hits appear at their usual frequency, and some 3.7% of all compounds hit somewhere here.
